Mcl1 Bid PPI – Mcl-1/Bid binding inhibitors, primary screen, biochemical, TR-FRET, 1536-well | Induced myeloid leukemia cell differentiation protein Mcl-1 (Homo sapiens), Q07820 | TR-FRET Mcl-1/Bid-Dy647 peptide binding | inhibition, % at 21.7 µM | 220,000 compounds, 0.97% hits | AID 1021, 2008;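 active means compounds that cut the binding signal by more than half at the single screening dose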;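 further: His-tagged Mcl-1 with europium anti-His antibody binding Bid BH3 peptide; 0% = Mcl-1 plus peptide wells and 100% = peptide-only wells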
Target sequence (Q07820 whole entry, looked up): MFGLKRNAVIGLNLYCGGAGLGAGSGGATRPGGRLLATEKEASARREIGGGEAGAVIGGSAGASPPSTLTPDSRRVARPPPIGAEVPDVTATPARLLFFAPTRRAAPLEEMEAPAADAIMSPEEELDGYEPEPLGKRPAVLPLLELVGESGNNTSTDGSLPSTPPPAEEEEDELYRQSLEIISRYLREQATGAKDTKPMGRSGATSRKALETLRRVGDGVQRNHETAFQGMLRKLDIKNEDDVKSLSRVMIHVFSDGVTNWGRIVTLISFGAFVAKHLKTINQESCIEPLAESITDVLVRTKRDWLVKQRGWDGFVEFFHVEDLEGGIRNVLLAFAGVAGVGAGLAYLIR
Rab7 wt modul – modulators of GTP binding to Rab7, primary screen, biochemical, wildtype, multiplex bead flow cytometry | GST-Rab7 beads, fluorescent GTP binding; actives lie on both sides; untreated = 100%, excess cold GTP = 0% | GTP binding activity (percent of control), % at 10 µM | Rab7 GTPase wild type (dog), Bodipy-FL-GTP binding | AID 758, 2007 | 190,000 compounds, 0.055% hits;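 active means fluorescent GTP binding to Rab7 beads changed by at least 20 points from the 100% baseline, either direction, mostly lower; inconclusive means compound itself probably fluorescent, or too few beads counted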;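 further: median green fluorescence of bound Bodipy-FL-GTP per Rab7 bead population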
Pf gamet viab – late stage P. falciparum gametocyte viability inhibitors, primary screen, ATP luminescence, HTS; P. falciparum stage V gametocytes, 24 h; inhibition, % at 10.9 µM; 150,000 compounds, 0.065% hits; AID 743093, 2013;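 active means inhibition above the mean plus 3 SD of compounds within the control limits, set per campaign, cut at about 38% in these data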;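 further: 0% = DMSO wells and 100% = medium only without gametocytes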
HRas wt GTP – modulators of GTP binding to HRas wildtype, primary screen, biochemical, bead-based flow cytometry, multiplex. GST-Ras wt beads, Bodipy-FL-GTP binding; actives lie on both sides. 190,000 compounds, 0.14% hits. GTPase HRas (Homo sapiens), P01112. GTP binding activity, % at 10 µM;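 active means GTP binding activity at least 20% away from the 100% baseline, either lowered as inhibitor or raised as activator; inconclusive means flagged as likely green fluorescent, judged across all proteins in the well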;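 further: 0% = unlabeled GTP competition control and 100% = no-compound control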
Target sequence (P01112 whole entry, looked up): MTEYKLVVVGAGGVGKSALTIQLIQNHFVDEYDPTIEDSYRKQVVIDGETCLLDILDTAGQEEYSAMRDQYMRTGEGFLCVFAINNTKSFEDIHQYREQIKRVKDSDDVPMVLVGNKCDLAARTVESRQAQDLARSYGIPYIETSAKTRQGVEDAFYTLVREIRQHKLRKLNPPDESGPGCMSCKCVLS
Rac1 act GTP bind – GTP binding modulators of activated mutant Rac1, primary screen, biochemical, bead-based flow cytometry, multiplex, fluorescent GTP. Ras-related C3 botulinum toxin substrate 1 (Homo sapiens), P63000. GST-Rac1 activated beads; actives lie on both sides; 100% means binding = to untreated wells. percent activity (GTP binding), % at 10 µM. 190,000 compounds, 0.11% hits;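 active means GTP binding at least 20 percentage points away from the 100% baseline, in either direction, so actives lie on both sides; inconclusive means Compound likely fluorescent itself, or too few beads counted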
Cdc42 wt – modulators of GTP binding to wildtype Cdc42, primary screen, biochemical, multiplex bead flow cytometry, Bodipy-GTP. AID 761, 2007. GST-Cdc42 beads; actives lie on both sides. percent activity (GTP binding), % at 10 µM. Cell division control protein 42 homolog (Homo sapiens), P60953. 190,000 compounds, 0.2% hits;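 active means percent activity GTP binding at least 20 points away from the 100% baseline, either down as inhibitor or up as activator; inconclusive means compound flagged as likely green fluorescent from well-wide comparison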;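 further: median bead fluorescence of bound Bodipy-FL-GTP at 100 nM; 0% = excess unlabeled GTP control and 100% = no compound control; below 100% means less GTP binding so inhibitor and above means activator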
Target sequence (P60953 whole entry, looked up): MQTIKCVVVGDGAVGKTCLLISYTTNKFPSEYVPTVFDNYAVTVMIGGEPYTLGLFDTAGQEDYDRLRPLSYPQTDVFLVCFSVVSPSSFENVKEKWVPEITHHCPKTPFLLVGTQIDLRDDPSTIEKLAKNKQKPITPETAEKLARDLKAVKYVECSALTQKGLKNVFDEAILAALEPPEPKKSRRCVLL
Avidin bead fluor – green autofluorescence of compounds with avidin beads – biophysical, 488/530 nm, flow cytometry, artefact control, profiling panel; compound fluorescence 488/530 nm; hits give high values; fluorescence (KMESF) at 10 µM; 220,000 compounds, 0.38% hits; AID 1775, 2009; in the data active means fluorescence above about 47; further: inactives centre near 10
Rac1 wt modul – wildtype Rac1 GTP binding modulators, primary screen, biochemical, GST-Rac1 beads, flow cytometry, multiplex | Ras-related C3 botulinum toxin substrate 1 (Homo sapiens), P63000 | fluorescent GTP binding; actives lie on both sides; 0 = cold GTP competed, 100 = untreated | GTP binding activity (% of control), % at 10 µM | 190,000 compounds, 0.27% hits | AID 757, 2007;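 active means GTP binding activity at least 20 points away from the 100% control level, either lower or higher; inconclusive means compound flagged as likely green fluorescent, judged across all proteins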
Rab2 wt GTP – modulators of GTP binding to Rab2A wildtype, primary screen, biochemical, dog, bead-based flow cytometry, multiplex; Ras-related protein Rab-2A (Canis lupus familiaris), P61105; GST-Rab2 wt beads, Bodipy-GTP binding; GTP binding activity, % at 10 µM; 190,000 compounds, 0.19% hits; AID 760, 2007;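 active means GTP binding activity at least 20 points away from 100%, either lowered or raised; inconclusive means signal likely due to the compound's own green fluorescence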;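 further: 0% = beads with excess unlabeled GTP and 100% = no-compound control corrected for plate trend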
GSH bead fluor – compound fluorescence on glutathione beads, profiling panel, artefact control, biophysical, 488/530 nm, flow cytometry; GSH beads flow cytometry, compound fluorescence 488/530 nm; hits give high values; fluorescence (KMESF) at 10 µM; 190,000 compounds, 0.25% hits; in the data active means fluorescence above about 89;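 further: glutathione beads carrying GST-tagged Bcl family fusion proteins plus one bare bead set; values are compound well signal with DMSO vehicle wells as background; inactives centre near 16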
Mcl1-Noxa inh – Mcl-1/Noxa binding inhibitors, primary screen, biochemical, TR-FRET, 1536-well; Induced myeloid leukemia cell differentiation protein Mcl-1 (Homo sapiens), Q07820; TR-FRET Mcl-1/Noxa peptide binding, 2 h; inhibition, % at 21.7 µM; 220,000 compounds, 1.5% hits;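 active means compounds that cut the protein-peptide binding signal by more than 50% relative to plate controls in a single-dose test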;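 further: His-tagged Mcl-1 with rhodamine Noxa BH3 peptide and terbium anti-His antibody; 0% = Mcl-1 plus Noxa peptide wells and 100% = peptide-only wells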
Active calls of the source: *; ? = inconclusive; . = no result given; [ ] = remark or other dose.

SMILES	Mcl1 Bid PPI	Rab7 wt modul	Pf gamet viab	HRas wt GTP	Rac1 act GTP bind	Cdc42 wt	Avidin bead fluor	Rac1 wt modul	Rab2 wt GTP	GSH bead fluor	Mcl1-Noxa inh
CC1CN(C(=O)c2cc3c(s2)CCC3)CC(C)O1 (centres undefined)	-9.1	107.0	.	103.0	102.0	105.0	35	107.0	104.0	21	-17.4
Cc1ccc(C(=O)c2cc([N+](=O)[O-])ccc2N2CCOCC2)cc1	1.3	93.0	.	97.0	99.0	98.0	6	98.0	98.0	7	16.6
CC(=O)Nc1cccc(C(=O)/C=C/c2ccc(C)cc2)c1	25.1	99.0	.	95.0	95.0	95.0	5	98.0	96.0	16	27.6
CCOC(=O)Cc1csc(SCC(=O)NC(C)C23CC4CC(CC(C4)C2)C3)n1 (centres undefined)	-21.4	99.0	.	102.0	101.0	99.0	14	104.0	100.0	5	5.2
CCOC(=O)c1cc2n(c1/N=C/N(C)C)-c1ccccc1C2=O	-33.3	99.0	.	101.0	97.0	99.0	18	101.0	99.0	11	-89.1
Cc1nc(C(=O)N(C)C)nn1-c1cc(Cl)cc(Cl)c1	7.1	99.0	5.8	99.0	97.0	102.0	22	106.0	98.0	21	-8.1
COC(=O)c1ccc(NC(=O)CCN2CCN(CCC(=O)Nc3ccc(C(=O)OC)cc3)CC2)cc1	-0.4	101.0	-17.1	99.0	99.0	100.0	24	101.0	100.0	12	29.2
CN(C)S(=O)(=O)c1ccc(NC(=O)c2ccc(Br)o2)cc1	-20.5	97.0	.	99.0	96.0	104.0	13	113.0	98.0	54	-11.9
CC(C)Cc1cc(C(=O)NCCc2ccccc2)no1	-0.3	101.0	.	96.0	96.0	99.0	21	97.0	95.0	13	6.5
COC(=O)C1=C(C)NC(=O)NC1c1ccc(OCC(=O)N2CCCCC2)cc1 (centres undefined)	-12.0	99.0	4.1	101.0	100.0	104.0	9	105.0	101.0	36	-6.8
N#CC1=C(N)n2c(s/c(=C\c3ccco3)c2=O)=C(C#N)C1c1ccco1 (centres undefined)	34.6	94.0	.	94.0	95.0	93.0	20	98.0	92.0	24	28.9
O=C(c1ccco1)N1CCN(Cc2nnnn2CCc2ccccc2)CC1	41.3	101.0	.	103.0	99.0	100.0	13	102.0	105.0	39	-3.8
O=[N+]([O-])c1ccc(S(=O)(=O)N(CCCN2CCOCC2)Cc2cccs2)cc1	-4.6	106.0	1.3	98.0	96.0	96.0	12	96.0	96.0	18	28.2
Cc1ccc2cc3cc(C(=O)NCCCN4CCc5ccccc5C4)oc3nc2c1	3.6	92.0	.	93.0	92.0	92.0	27	93.0	93.0	23	22.8
CCn1ccnc1CN(C)Cc1cn(C)nc1-c1ccccc1F	-16.4	97.0	.	98.0	96.0	99.0	12	99.0	98.0	17	-9.8
Cc1ccc(C(=O)NCC(=O)N2CCN(c3ncccn3)CC2)s1	65.3*	94.0	-4.1	98.0	97.0	99.0	32	100.0	96.0	14	19.1
COc1cccc(C2CN(c3ccc(F)cc3F)N=C2c2cccs2)c1OC (centres undefined)	-15.5	100.0	.	102.0	101.0	103.0	6	101.0	102.0	53	-12.1
CC(=O)Nc1cccc(NC(=O)C(=O)c2cn(CC(=O)N3CCCCC3)c3ccccc23)c1	-1.1	96.0	.	98.0	93.0	99.0	8	94.0	97.0	22	-8.7
O=C(Nc1ccc(Cl)c(Cl)c1)OCc1cccnc1	-3.7	97.0	.	98.0	98.0	98.0	14	96.0	99.0	38	11.4
CC(=O)C1C(c2cn(-c3ccccc3)nc2-c2cccs2)NC(=O)NC1(O)C(F)(F)F (centres undefined)	10.1	95.0	.	98.0	93.0	98.0	14	97.0	97.0	37	9.9
Cc1ccc(-n2c(SCC(=O)N3CCCc4ccccc43)nnc2-c2cccnc2)c(C)c1	-0.5	?	.	?	?	?	7	?	?	30	8.9
CC1CC1c1ccc(/C=C(\C#N)C(=O)Nc2ccc(Cl)cc2)o1 (centres undefined)	15.2	96.0	-16.8	99.0	96.0	88.0	9	101.0	98.0	10	-8.8
COc1cccc(NC(=O)C2CCCN2C(=O)Nc2ccccc2F)c1 (centres undefined)	11.6	97.0	.	98.0	97.0	99.0	11	99.0	96.0	56	1.3
COc1cc(OC)nc(/N=C/N(C)C)n1	-19.4	97.0	-15.8	98.0	98.0	98.0	9	98.0	98.0	15	12.7
O=S(=O)(Cc1ccccc1)N1CCN(C2Cc3ccccc3C2)CC1	-9.0	100.0	.	102.0	100.0	102.0	15	102.0	100.0	12	16.5
COc1cc([N+](=O)[O-])cc(/C=N/NC(=O)c2ccc(NC(=O)c3ccc(C)cc3)cc2)c1O	-32.7	83.0	-19.9	80.0	80.0	83.0	9	81.0	78.0*	15	-19.0
Cc1ccc(NC(=O)CCl)cc1S(=O)(=O)N1CCCCCC1	6.2	98.0	10.1	98.0	96.0	98.0	22	102.0	99.0	12	19.0
O=C(CSc1ccc(-c2ccc(F)cc2)nn1)N1CCCc2ccccc21	-7.8	93.0	-14.7	97.0	101.0	98.0	6	101.0	95.0	15	-2.7
COc1ccc2c(c1OC)C(=O)N1N=C(c3ccc(O)cc3)CC21 (centres undefined)	-8.3	95.0	.	94.0	92.0	96.0	12	94.0	93.0	29	17.4
CCN1C(=O)/C(=C\c2cn(-c3ccccc3)nc2-c2cccnc2)SC1=S	56.5*	100.0	.	99.0	97.0	101.0	12	99.0	101.0	64	4.1
O=C(Nc1ccccc1C(=O)N1CCCC1)c1cccc(S(=O)(=O)N2CCCCC2)c1	-17.4	97.0	.	101.0	98.0	103.0	8	101.0	99.0	11	20.0
CCOC(=O)C1CCN(S(=O)(=O)c2ccc(C(C)=O)cc2)CC1	-10.4	94.0	.	99.0	99.0	98.0	29	101.0	100.0	15	-12.6
O=C(CSc1nnc(-c2ccc3c(c2)OCO3)n1-c1ccccc1)c1ccc(Cl)cc1	-9.5	92.0	1.9	97.0	96.0	95.0	16	96.0	95.0	10	-135.2
Cn1cccc1C(=O)c1ccc(Cl)cc1Cl	6.8	100.0	16.6	97.0	98.0	99.0	12	101.0	98.0	33	-8.9
COC(=O)c1ccccc1NC(=O)c1ccc(COc2cccc3ccccc23)o1	-11.8	95.0	-9.7	97.0	100.0	99.0	7	100.0	97.0	5	13.4
O=C(N/N=C/c1cn(-c2ccccc2)nc1-c1cccs1)c1ccccc1F	7.0	97.0	.	98.0	98.0	100.0	6	103.0	97.0	10	16.6
CCc1ccc(N(C(=O)Cn2nnc(-c3ccccc3)n2)C(C(=O)NC2CCCCC2)c2ccccn2)cc1 (centres undefined)	-4.3	97.0	6.8	98.0	100.0	97.0	2	102.0	98.0	10	20.4
CCOC(=O)N1CCN(C(=O)CN(c2ccccc2)S(C)(=O)=O)CC1	-12.1	90.0	-16.5	98.0	98.0	97.0	11	98.0	97.0	11	2.0
Cc1ccn2c(NCc3ccc4c(c3)OCO4)c(-c3ccc(O)cc3)nc2c1	-35.7	82.0	.	91.0	112.0	145.0*[activator]	22	135.0*[activator]	100.0	23	4.4
CCc1ccc(C(=O)CN(C#N)c2nc(C)cc(C)n2)cc1	-18.0	105.0	.	102.0	99.0	103.0	15	107.0	100.0	35	-2.9
CC(=O)c1c(OC(=O)c2ccco2)c2ccccc2n1C	-25.8	100.0	.	102.0	101.0	104.0	11	107.0	102.0	14	-5.5
Cc1cccc(C)c1OCC(=O)NCc1nnc(SCC(=O)NC2CCCCC2)n1C	-13.1	98.0	-23.3	98.0	97.0	98.0	6	98.0	98.0	39	9.1
O=C(O)CNC(=O)CC12CC3CC(CC(C3)C1)C2	7.8	105.0	-0.8	104.0	100.0	106.0	8	102.0	105.0	21	20.9
Cc1ccc(S(=O)(=O)NCC(=O)N2CCCCC2)cc1	-6.8	102.0	.	102.0	101.0	106.0	7	105.0	104.0	24	21.2
Cc1[nH]n(-c2ccccc2)c(=O)c1C(c1cccc([N+](=O)[O-])c1)c1c(C)[nH]n(-c2ccccc2)c1=O	-81.4	99.0	-6.4	96.0	96.0	93.0	3	96.0	96.0	14	13.8
CCCOc1cccc(C2/C(=C(/O)c3ccc(OC)cc3)C(=O)C(=O)N2CCN(C)C)c1 (centres undefined)	-59.9	96.0	10.2	104.0	101.0	105.0	10	103.0	104.0	21	3.5
COC(=O)C1=C(C)NC2=C(C(=O)CC(C)(C)C2)C1c1cnn(C)c1C (centres undefined)	-26.5	100.0	-6.6	101.0	100.0	101.0	2	102.0	103.0	9	16.7
Cc1nc(SCC(=O)c2ccc(F)cc2)n[nH]1	-26.8	101.0	-1.6	100.0	101.0	104.0	36	104.0	101.0	23	19.2
COc1ccc(N=C2S/C(=C\c3cccs3)C(=O)N2CC(C)C)cc1	-6.8	98.0	.	101.0	98.0	102.0	6	103.0	100.0	34	1.2
COc1ccc(S(=O)(=O)N(CC(=O)O)c2ccccc2)cc1	-26.0	98.0	16.3	99.0	97.0	99.0	29	98.0	96.0	15	21.4
COC(=O)[C@@]1(Cc2ccc(F)cc2)[C@H]2c3cc(C(=O)N4CCCC4)n(CCO)c3C[C@H]2CN1C(=O)c1ccccc1	-9.3	104.0	.	102.0	101.0	102.0	7	107.0	102.0	18	2.6
O=C(CCCc1nc(-c2ccccc2Cl)no1)NC1CCCCC1	-28.4	92.0	5.5	93.0	92.0	93.0	11	90.0	94.0	32	.
O=C(Cn1nnc(-c2cccc(C(F)(F)F)c2)n1)N1CCOCC1	0.2	100.0	.	101.0	97.0	101.0	9	97.0	100.0	23	12.7
CCN(C(=O)CSc1ncn[nH]1)C1CCCCC1	-42.0	101.0	.	101.0	99.0	104.0	3	106.0	101.0	38	5.9
